Screens from PubChem BioAssay.
C diff HTS = blocks growth of Clostridium difficile | growth activity, negative = inhibition, % at 16 µg/mL (by protocol) | Clostridium difficile clinical isolate growth, OD600, 24 h; active compounds read low | 86,000 tested, 0.25% active;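 active = mean growth activity at or below -80% and every replicate also at or below -80%; inconclusive = mean at or below -80% but some replicate above -80%; inactive = mean growth activity above -80%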;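 note: 0% = DMSO wells and -100% = levofloxacin 16 µg/mL wells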
Pf Dd2 growth = blocks growth of Plasmodium falciparum Dd2 parasites; P. falciparum Dd2 growth, SYBR Green, 72 h; active compounds read low; activity change, % at 10 µM; 94,000 tested, 2.3% active; AID 1159554; in the data active = activity change below about -80%; inconclusive = no clear call, values can overlap the other calls
GASC1 inh = inhibitors of human demethylase GASC-1 KDM4C; GST-KDM4C 2-372, H3K9me3 peptide, LANCE TR-FRET; 96,000 tested, 0.15% active; inhibition, % at 12.5 µM;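 active = mean replicate inhibition above about 25%, with at least 55% of replicates also reaching it, limit read from the data, passing the limit was not always enough; inconclusive = only one of those two conditions met; inactive = neither condition met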
Target sequence (Q9H3R0 2-372 limits assumed): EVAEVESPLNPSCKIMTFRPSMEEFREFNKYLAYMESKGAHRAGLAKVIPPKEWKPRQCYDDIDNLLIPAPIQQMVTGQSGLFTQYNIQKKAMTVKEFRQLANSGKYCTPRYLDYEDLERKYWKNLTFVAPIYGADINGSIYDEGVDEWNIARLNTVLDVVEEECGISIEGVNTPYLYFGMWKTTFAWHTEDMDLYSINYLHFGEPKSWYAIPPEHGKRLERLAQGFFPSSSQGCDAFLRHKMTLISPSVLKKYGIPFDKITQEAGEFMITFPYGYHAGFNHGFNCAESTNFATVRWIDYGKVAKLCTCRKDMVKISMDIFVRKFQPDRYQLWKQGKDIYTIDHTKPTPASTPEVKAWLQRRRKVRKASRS
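Assay system: GST-GASC-1 enzyme fragment 2-372 | Amount: 10 nM enzyme | Medium: HEPES buffer, pH 7.5, plus ascorbate | Reagent: H3K9me3 peptide substrate, Fe(II), 2-oxoglutarate | Doses: Single-point compound screen | Incubation: 30 min demethylation and 1 h detection at room temperature | Measured by: LANCE TR-FRET, excitation 340 nm, emissions 618 and 671 nm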
Tcruzi prolif = T. cruzi proliferation inhibition. 77,000 tested, 5.9% active. T. cruzi beta-gal in NIH3T3, GalScreen luminescence, 90 h. inhibition, % at 8.34 µM;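 active = mean inhibition above about 93%, with at least 55% of replicates each passing it, limit read from the data, passing the limit was not always enough; inconclusive = only one of those two conditions holds; inactive = neither condition holds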
Numbers without * were called inactive; ? = inconclusive; · = not tested or not shown; & = joins results of further samples.

SMILES | C diff HTS | Pf Dd2 growth | GASC1 inh | Tcruzi prolif
CC(C)NC(=O)Nc1ccc2c(c1)C(=O)N([C@H](C)CO)C[C@@H](C)[C@@H](CN(C)S(=O)(=O)c1ccc(Cl)cc1)OCCCC[C@H](C)O2 | -4 | -79 | -0.3 | 55
CC(C)NC(=O)N(C)C[C@H]1OCc2ccccc2-c2ccccc2C(=O)N([C@H](C)CO)C[C@H]1C | · | 87 | -1.4 | -28
C[C@@H]1CN([C@@H](C)CO)C(=O)Cc2cc(NS(=O)(=O)c3ccccc3)ccc2O[C@H]1CN(C)Cc1ccc(-c2ccccc2)cc1 | 45 | -35 | 0.2 | 3
C[C@@H]1CN([C@H](C)CO)S(=O)(=O)c2ccc(-c3ccc(F)cc3)cc2O[C@H]1CN(C)C(=O)c1ccccc1F | -1 | -52 | -1.3 | 5
O=C(C[C@@H]1CC[C@H](NC(=O)C2CC2)[C@H](CO)O1)NCC1CC1 | -3 | · | 0.2 | ·
C[C@H](CO)N1C[C@H](C)[C@@H](CN(C)Cc2ccc(C(F)(F)F)cc2)Oc2ccc(NC(=O)C3CC3)cc2C1=O | -3 | -7 | 8.0 | 13
C[C@H](CO)N1C[C@H](C)[C@H](CN(C)Cc2ccc3c(c2)OCO3)Oc2ccc(NC(=O)Nc3ccc(F)cc3)cc2C1=O | 6 | -2 | -0.2 | ·
C[C@@H]1CCCCO[C@H](CN(C)C(=O)Cc2ccccc2)[C@@H](C)CN([C@@H](C)CO)C(=O)c2cc(NC(=O)C3CCCCC3)ccc2O1 | -6 | -65 | 2.4 | 35
COc1cccc(-c2ccc3c(c2)O[C@H](CN(C)C(=O)C2CCCCC2)[C@H](C)CN([C@@H](C)CO)S3(=O)=O)c1 | 1 | -3 | -1.5 | 117*
C[C@H]1CCCCO[C@@H](CN(C)S(=O)(=O)c2ccccc2)[C@@H](C)CN([C@@H](C)CO)C(=O)c2cc(NC(=O)C3CCCCC3)ccc2O1 | -9 | -74 | -0.1 | 65
COc1ccc(NC(=O)N2CCCCN3[C@H](CO)[C@H](c4ccc(C#Cc5ccccc5)cc4)[C@H]3C2)cc1 | 50 | -48 | · | 62
N#Cc1ccc(-c2ccc([C@@H]3[C@@H](CO)N4C(=O)CNC[C@H]34)cc2)cc1 | 5 | -72 | 0.1 | ·
C[C@@H]1CN([C@@H](C)CO)C(=O)c2cc(NS(=O)(=O)c3cn(C)cn3)ccc2O[C@H]1CN(C)S(=O)(=O)c1cccs1 | · | 25 | -1.2 | -21
CC(=O)N1[C@H](CN(CC2CCC2)C(=O)CC2CC2)[C@@H](c2ccccc2)[C@@H]1CO | -1 | -26 | 0.6 | 74
O=C(C[C@H]1CC[C@H](NC(=O)c2cccnc2)[C@H](CO)O1)NCc1ccc(Cl)c(Cl)c1 | · | -2 | -0.5 | 8
CN(C)CC(=O)N1[C@H](C#N)[C@H](c2ccccc2-c2cccc(C(=O)N(C)C)c2)[C@@H]1CO | 31 | 8 | 0.2 | ·
C/C=C/c1ccc([C@@H]2[C@H]3CN(Cc4ccccc4)CC(=O)N3[C@H]2CO)cc1 | 0 | -32 | -0.6 | ·
COc1ccccc1-c1cnc2c(c1)C(=O)N([C@H](C)CO)C[C@@H](C)[C@@H](CN(C)Cc1ccncc1)O2 | 0 | 16 | -1.7 | 50
C[C@@H]1CN([C@H](C)CO)C(=O)CCCn2nncc2CO[C@@H]1CN(C)S(=O)(=O)c1ccc(Oc2ccccc2)nc1 | -6 | -6 | -1.2 | ·
C[C@@H]1CCCCO[C@@H](CN(C)CC2CCCCC2)[C@@H](C)CN([C@@H](C)CO)C(=O)c2cc(NC(=O)CCCN(C)C)ccc2O1 | 2 | -67 | 1.6 | -16
C[C@H](CO)N1C[C@H](C)[C@@H](CN(C)C(=O)Nc2ccc(C(F)(F)F)cc2)Oc2ncc(C#C[C@@H](C)O)cc2C1=O | -3 | -16 | 1.0 | ·
Cc1ccc(S(=O)(=O)N(C)C[C@@H]2Oc3c(NC(=O)CCCCCC(=O)Nc4ccccc4N)cccc3C(=O)N([C@@H](C)CO)C[C@H]2C)cc1 | -6 | -88* | 0.6 | ·
COc1ccc(CN(C)C[C@@H]2OCCCC[C@@H](C)Oc3ccc(NS(C)(=O)=O)cc3C(=O)N([C@@H](C)CO)C[C@@H]2C)cc1 | 1 | -28 | 0.5 | 14
O=C(Cc1cccnc1)N1CC2(C1)[C@H](c1ccccc1)[C@H](CO)N2C(=O)C1CCC1 | 3 | 11 | 0.8 | ·
CC(=O)N(C)C[C@@H]1Oc2cc(-c3ccccc3F)ccc2S(=O)(=O)N([C@H](C)CO)C[C@@H]1C | -2 | 4 | -0.3 | -14

2 of the compounds above, tab-delimited:
structure	C diff HTS	Pf Dd2 growth	GASC1 inh	Tcruzi prolif
C[C@@H]1CN([C@@H](C)CO)C(=O)Cc2cc(NS(=O)(=O)c3ccccc3)ccc2O[C@H]1CN(C)Cc1ccc(-c2ccccc2)cc1	45	-35	0.2	3
C[C@H]1CCCCO[C@@H](CN(C)S(=O)(=O)c2ccccc2)[C@@H](C)CN([C@@H](C)CO)C(=O)c2cc(NC(=O)C3CCCCC3)ccc2O1	-9	-74	-0.1	65

Three entries from above, set out differently:
| SMILES | C diff HTS | Pf Dd2 growth | GASC1 inh | Tcruzi prolif |
| --- | --- | --- | --- | --- |
| COc1ccc(CN(C)C[C@@H]2OCCCC[C@@H](C)Oc3ccc(NS(C)(=O)=O)cc3C(=O)N([C@@H](C)CO)C[C@@H]2C)cc1 | 1 | -28 | 0.5 | 14 |
| C[C@H]1CCCCO[C@@H](CN(C)S(=O)(=O)c2ccccc2)[C@@H](C)CN([C@@H](C)CO)C(=O)c2cc(NC(=O)C3CCCCC3)ccc2O1 | -9 | -74 | -0.1 | 65 |
| C[C@@H]1CN([C@H](C)CO)C(=O)CCCn2nncc2CO[C@@H]1CN(C)S(=O)(=O)c1ccc(Oc2ccccc2)nc1 | -6 | -6 | -1.2 | · |

(list continues)
SMILES | C diff HTS | Pf Dd2 growth | GASC1 inh | Tcruzi prolif
Cc1noc(C)c1S(=O)(=O)N(C)C[C@@H]1Oc2ccc(NS(=O)(=O)c3cccs3)cc2C(=O)N([C@H](C)CO)C[C@@H]1C | · | 6 | -2.3 | -70
C[C@@H]1CN([C@H](C)CO)C(=O)c2cc(NC(=O)Nc3ccccc3)ccc2O[C@H]1CN(C)CC1CCCCC1 | 4 | -11 | 0.2 | ·
CCN1[C@@H]2c3ccc(-c4cccc(F)c4)c(=O)n3C[C@@H]2[C@@H](CO)[C@@H]1C(=O)NCCCN(C)C | -3 | 27 | 0.5 | ·
CN1CCN(C(=O)C[C@@H]2CC[C@H]3[C@@H](COC[C@@H](O)CN3C(=O)Nc3ccc4c(c3)OCO4)O2)CC1 | 5&-4 | 26 | 4.1 | -28
CC(C)NC(=O)N(C)C[C@@H]1Oc2ncc(-c3ccc(F)cc3)cc2C(=O)N([C@H](C)CO)C[C@@H]1C | 0 | 7 | -1.6 | -12
O=S(=O)(c1ccc(F)cc1)N1CCCCN2[C@@H](CO)[C@H](c3ccc(-c4ccccc4F)cc3)[C@@H]2C1 | -2 | 10 | · | 106*
COc1ccc(CN(C)C[C@H]2Oc3ccc(NS(=O)(=O)c4ccccc4)cc3C(=O)N([C@@H](C)CO)C[C@@H]2C)cc1 | -1 | -7 | 0.9 | ·
CCC(=O)Nc1ccc2c(c1)OC[C@H](C)N(C(=O)C1CC1)C[C@H](C)[C@H](OC)CN(C)C2=O | 3 | -4 | ? | -4
COCC#Cc1cnc2c(c1)C(=O)N([C@@H](C)CO)C[C@H](C)[C@@H](CN(C)C(=O)Cc1cccnc1)O2 | -2 | 18 | 0.8 | 62
O=C(Nc1cc(F)ccc1F)N[C@H]1CC[C@H](CC(=O)N2CCc3ccccc3C2)O[C@@H]1CO | · | -12 | 0.1 | 43
C[C@@H]1CN([C@@H](C)CO)S(=O)(=O)c2ccc(C#CC3CCCC3)cc2O[C@@H]1CN(C)C(=O)C1CC1 | · | -21 | -1.2 | -77
C[C@@H]1CCCCO[C@H](CN(C)C(=O)Nc2ccc3c(c2)OCO3)[C@@H](C)CN([C@H](C)CO)C(=O)c2cc(N(C)C)ccc2O1 | -8 | 11 | 16 | 62
O=C(C[C@@H]1CC[C@@H]2[C@H](COC[C@@H](O)CN2Cc2nccs2)O1)NCc1ccccc1F | 2 | 2 | -1.3 | -2
CO[C@@H]1CN(C)C(=O)c2ccc(NC(=O)C3CCCC3)cc2OC[C@@H](C)NC[C@H]1C | · | · | -0.1 | -25
CCNC(=O)Nc1ccc2c(c1)C(=O)N(C)[C@H]1CC[C@H](CC(=O)Nc3cccc(F)c3)O[C@@H]1CO2 | -1 | -7 | -1.3 | -20
COCC(=O)N[C@@H]1CC[C@@H](CC(=O)NCc2ccc(Cl)cc2)O[C@@H]1CO | 0 | 23 | -1.2 | -29
C[C@@H]1CN([C@@H](C)CO)S(=O)(=O)c2ccc(-c3cccc(C#N)c3)cc2O[C@H]1CN(C)C(=O)Nc1cc(F)ccc1F | 2 | -25 | -8.1 | ·
CCCC(=O)Nc1ccc2c(c1)C(=O)N(C)C[C@@H](OC)[C@@H](C)CN(Cc1cncnc1)[C@@H](C)CO2 | -3 | 20 | 0.9 | -11
C[C@@H]1CCCCO[C@@H](CN(C)C(=O)Nc2ccc(F)cc2)[C@@H](C)CN([C@H](C)CO)C(=O)c2cc(NC(=O)NC3CCCCC3)ccc2O1 | 3 | 21 | -1.7 | -26
CCC(=O)N1[C@H](CN(C)C(C)=O)[C@H](c2ccc(C3=CCCCC3)cc2)[C@@H]1CO | 1 | -6 | 1.9 | ·
N#C[C@H]1[C@@H](c2ccccc2C2=CCCCC2)[C@H](CO)N1C(=O)C1CCOCC1 | -9 | 2 | 0.0 | ·
CC(C)NC(=O)N(C)C[C@@H]1Oc2ccc(NC(=O)NC3CCCCC3)cc2C(=O)N([C@@H](C)CO)C[C@@H]1C | 0 | 25 | 0.2 | -28
COc1ccc(NC(=O)N(C)C[C@@H]2Oc3cc(C#CCC(C)C)ccc3S(=O)(=O)N([C@H](C)CO)C[C@H]2C)cc1 | 1 | -34 | 6.8 | 89
COc1ccc(NC(=O)Nc2ccc3c(c2)[C@@H]2C[C@@H](CC(=O)NCc4ccncc4)O[C@H](CO)[C@@H]2O3)cc1 | -3 | -7 | -1.6 | ·
CNC[C@@H]1OCCCC[C@@H](C)Oc2ccc(NS(=O)(=O)c3ccc(F)cc3)cc2C(=O)N([C@@H](C)CO)C[C@H]1C | -1 | · | -0.4 | 35
Carrying on:
SMILES | C diff HTS | Pf Dd2 growth | GASC1 inh | Tcruzi prolif
C[C@@H]1CN([C@H](C)CO)C(=O)c2cc(NS(=O)(=O)c3ccc(Cl)cc3)ccc2O[C@@H](C)CCCCO[C@@H]1CN(C)CC1CCCCC1 | 1 | -58 | -2.4 | 92
COc1ccc(-c2cnc3c(c2)C(=O)N([C@@H](C)CO)C[C@H](C)[C@@H](CN(C)C(=O)NC2CCCC2)O3)cc1 | -4 | 27 | 0.6 | -10
Cc1ccc(S(=O)(=O)Nc2ccc3c(c2)CC(=O)N([C@@H](C)CO)C[C@H](C)[C@@H](CN(C)Cc2ccc(Oc4ccccc4)cc2)O3)cc1 | 67 | -64 | 19 | -8
CC(C)NC(=O)Nc1cccc2c1O[C@@H](CN(C)Cc1ccc(Oc3ccccc3)cc1)[C@H](C)CN([C@H](C)CO)C2=O | 20 | -40 | -0.6 | 70
CO[C@@H](CN(C)C(=O)c1ccccc1F)[C@@H](C)CN([C@H](C)CO)S(=O)(=O)c1ccc(F)cc1 | · | 19 | -0.7 | 19
N#C[C@H]1[C@@H](c2ccccc2)[C@@H](CO)N1S(=O)(=O)c1cccc(F)c1 | -4 | 19 | 0.2 | -26
CN(C[C@H]1N[C@@H](CO)[C@@H]1c1ccc(C2=CCCC2)cc1)C(=O)c1ccccn1 | -8 | -21 | 5.4 | -3
C[C@@H]1CCCCO[C@H](CN(C)C(=O)Nc2cccc3ccccc23)[C@H](C)CN([C@@H](C)CO)C(=O)c2cc(NC(=O)CCC(F)(F)F)ccc2O1 | 5 | -69 | -1.8 | 79
COCC(=O)Nc1ccc2c(c1)C(=O)N(C)[C@@H]1CC[C@H](CC(=O)NCCc3ccccc3)O[C@@H]1CO2 | -10 | -19 | -0.7 | 49
CC(C)NC(=O)Nc1ccc2c(c1)C(=O)N([C@@H](C)CO)C[C@H](C)[C@@H](CN(C)C(=O)c1ccncc1)OCCCC[C@H](C)O2 | 0 | -33 | 0.5 | 1
CN(C)C(=O)c1ccc(-c2ccc(C3[C@@H]4CN(S(=O)(=O)c5ccccc5F)C[C@H]3N4)cc2)cc1 (stereo partly drawn) | 2 | -9 | 0.1 | ·
COc1ccc2c3c(n(C)c2c1)[C@@H](CO)NCC31CN(Cc2cc(-c3ccccc3)on2)C1 | 1 | 37 | -0.6 | ·
C[C@H](NC(=O)C[C@H]1CC[C@@H](NC(=O)Cc2ccccn2)[C@@H](CO)O1)c1ccccc1 | · | -15 | 0.1 | 12
C[C@@H]1CN([C@H](C)CO)C(=O)c2cc(C3=CCCCC3)cnc2O[C@@H]1CN(C)Cc1cccnc1 | 5 | 14 | 1.1 | -19
